From PubChem
PostGolgi ctrl = growth of the yeast control strain, post-Golgi counter-screen. efflux-deficient yeast background strain, growth absorbance A615, 16 h. hit rate 5% among 98,000. inhibition, % at 10 µM
PostGolgi yeast = growth inhibition of a yeast mutant, post-Golgi transport screen. post-Golgi transport phenotypic cell assay. hit rate 0.9% among 98,000. AID 739. inhibition, % at 10 µM;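 also: yeast cells grown in 1536-well plates; yeast grown about 18 h at 30C before absorbance read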
sEH inh = soluble epoxide hydrolase (human) inhibition. P34913. recombinant human sEH enzymatic activity assay. inhibition, % at 2 µM. hit rate 0.34% among 91,000. AID 707; in the data active = inhibition above about 80%; also: values of inactives mirror those of a sister screen read the other way; many of its hits are not listed in these tables
Target sequence (P34913 whole entry, looked up): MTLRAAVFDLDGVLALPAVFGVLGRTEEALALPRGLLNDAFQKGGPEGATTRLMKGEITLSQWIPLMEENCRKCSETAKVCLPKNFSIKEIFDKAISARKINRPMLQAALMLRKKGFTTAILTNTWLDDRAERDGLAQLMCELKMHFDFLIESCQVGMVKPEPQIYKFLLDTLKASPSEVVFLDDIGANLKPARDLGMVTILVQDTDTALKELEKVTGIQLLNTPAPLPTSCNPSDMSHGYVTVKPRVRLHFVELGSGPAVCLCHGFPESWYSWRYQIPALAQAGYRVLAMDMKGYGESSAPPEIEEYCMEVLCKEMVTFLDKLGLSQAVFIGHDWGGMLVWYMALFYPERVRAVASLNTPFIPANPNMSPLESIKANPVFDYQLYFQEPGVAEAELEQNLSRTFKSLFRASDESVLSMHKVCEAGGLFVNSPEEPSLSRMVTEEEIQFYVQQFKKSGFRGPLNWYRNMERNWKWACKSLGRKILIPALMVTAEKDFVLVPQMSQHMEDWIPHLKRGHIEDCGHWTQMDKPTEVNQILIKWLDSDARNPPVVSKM
S1P2 antag = blocks the human S1P2 receptor; O95136; cell-based S1P2 antagonist assay, inhibition at 5 uM; inhibition, % at 5 µM; hit rate 0.21% among 97,000; in the data active = inhibition above about 45%;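 also: CRE beta-lactamase reporter cells expressing human S1P2 stimulated with S1P; 0% = agonist at EC80 alone and 100% = agonist plus reference antagonist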
Target sequence (O95136 whole entry, looked up): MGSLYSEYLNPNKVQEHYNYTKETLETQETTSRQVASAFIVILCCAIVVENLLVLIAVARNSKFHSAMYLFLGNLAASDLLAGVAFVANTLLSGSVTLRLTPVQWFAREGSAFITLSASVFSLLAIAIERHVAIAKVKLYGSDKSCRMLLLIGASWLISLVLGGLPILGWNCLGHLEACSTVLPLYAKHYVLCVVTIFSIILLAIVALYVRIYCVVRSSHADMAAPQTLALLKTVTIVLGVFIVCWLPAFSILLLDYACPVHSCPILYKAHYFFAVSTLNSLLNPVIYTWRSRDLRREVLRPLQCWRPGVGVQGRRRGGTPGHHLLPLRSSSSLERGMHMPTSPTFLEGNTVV
CD11b adhes inh = inhibitors of human CD11b/CD18 binding to fibrinogen. P05107+P11215. inhibition, % at 10 µM. AID 1497. hit rate 0.54% among 93,000. K562 CD11b/CD18 adhesion to fibrinogen, ATPlite luminescence; Mn2+ added to activate the integrin;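 active = primary inhibition of 50% or more at 10 µM, then 40% or more on retest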; also: some results filed as inactive read as strong as hits
sEH activator = soluble epoxide hydrolase (human) activation; P34913; purified human sEH enzymatic activity, activator screen; activation, % at 2 µM; hit rate 0.04% among 91,000; AID 717; in the data active = activation above about 37%; also: values of inactives mirror those of a sister screen read the other way
PLAP activator = activates human placental alkaline phosphatase. P05187. purified PLAP enzyme, luminescent substrate read-out; active compounds read high. activation fold at 20 µM. hit rate 1.2% among 96,000; in the data active = activation fold above about 2
Ecoli WT expand = blocks growth of wild type E. coli BW25113. growth inhibition, % at 100 µM. OD600 absorbance. hit rate 0.15% among 98,000;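 active = growth inhibition above about 50% at one test dose, limit read from the data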;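 also: growth measured after 20 h incubation at 37 °C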
S1P2 agonist = agonists of human S1P2 receptor; O95136; S1P2-expressing cell line, agonist reporter read-out; activation, % at 4.5 µM; hit rate 0.46% among 97,000; in the data active = activation above about 16%;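 also: 0% = vehicle low control and 100% = maximal reference agonist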
Active calls of the source: *; x = not tested or not shown. Rule as the data show it, unless noted: active = inhibition above about 30%; inactive = the rest. Rows are unselected, and some 7.1% of all compounds hit somewhere here.

no. | SMILES | PostGolgi ctrl | PostGolgi yeast | sEH inh | S1P2 antag | CD11b adhes inh
1 | Cc1ccc2nc(CSc3nnc(-c4ccco4)o3)cc(=O)n2c1 | 4 | -1 | 2 | -1 | x
2 | COc1ccc(Cl)cc1NC(=O)CN1CCC(n2nnc3ccccc32)CC1 | 19 | 7 | -6 | 2 | x
3 | CC(C)(C)C(=O)Nc1nnc(SCC(=O)NCc2cccs2)s1 | 0 | -7 | -12 | 9 | x
4 | Cc1cc(C(F)F)n2nc(C(=O)NCc3ccccc3F)nc2n1 | 1 | -3 | -9 | -1 | -6
5 | CCOc1cc(C(=O)OCC(=O)NCc2ccco2)cc(OCC)c1OCC | -2 | 0 | 2 | 0 | -3
6 | O=S(=O)(NCCC1=CCCCC1)c1cccc2nsnc12 | 18 | 14 | x | 16 | x
7 | CCSc1nc(=S)n(CC)c(C)c1C(C)=O | 27 | -8 | 9 | -5 | 11
8 | N#CCCN(C(=O)COC(=O)c1ccc2c(c1)NC(=O)CS2)c1ccc2c(c1)OCCO2 | -7 | 1 | -3 | 10 | -16
9 | CCCN1C(=O)/C(=C/c2cc(C)n(C)c2C)SC1=Nc1ccc(OCC)cc1 | 7 | 0 | -7 | -11 | -12
10 | O=c1oc2ccccc2cc1-c1nnc(NCc2ccco2)s1 | -4 | -3 | 0 | 19 | -58
11 | Cc1cc2n(n1)C(c1ccc(O)cc1)Nc1ccccc1-2 (stereo not drawn) | 13 | 2 | -13 | -10 | -6
12 | CCOC(=O)COc1ccc(S(=O)(=O)Nc2cccc(SC)c2)cc1 | -9 | 5 | -4 | -18 | 16
13 | CCc1ccccc1NC(=O)CSc1nc2c(c(-c3ccco3)c1C#N)CCCC2 | -2 | 0 | 18 | 12 | -1
14 | COc1ccc(N2C(=O)c3ccc(C(=O)OC(C)C)cc3C2=O)cc1 | x | x | 17 | -2 | x
15 | CC(C)(C)C(=O)Nc1ccccc1C(=O)Nc1ccncc1 | x | x | 4 | 1 | x

no. | sEH activator | PLAP activator | Ecoli WT expand | S1P2 agonist
1 | 0 | x | 9 | 3
2 | 10 | x | -10 | -2
3 | 11 | 1 | 7 | -9
4 | 9 | 0.9 | 8 | -4
5 | -1 | 1.6 | -8 | -8
6 | x | x | 9 | -5
7 | -7 | 1.2 | -5 | -6
8 | 3 | 1.4 | -1 | -7
9 | 10 | 0.9 | -5 | -10
10 | -1 | 0.8 | -6 | -6
11 | 13 | 1 | 4 | -1
12 | 6 | 1.4 | 13 | -4
13 | -17 | 0.8 | -16 | -2
14 | -13 | x | x | -1
15 | 2 | x | x | -2

The results go on.
no. | SMILES | PostGolgi ctrl | PostGolgi yeast | sEH inh | S1P2 antag | CD11b adhes inh
16 | Cc1noc(C)c1COC(=O)CCCOc1ccc(Cl)cc1Cl | 16 | 3 | 9 | 2 | -20
17 | O=C(CNS(=O)(=O)c1cccs1)N1CCN(c2ccccn2)CC1 | 18 | 3 | 2 | -15 | x
18 | COC(=O)C1=C(C)N=C2SC(C)C(=O)N2C1c1cccc(F)c1 (stereo not drawn) | -11 | 4 | 4 | 19 | 4
19 | CCC(CC)n1[nH]c(=O)c2c(C)cc(C)nc21 | 0 | 4 | 2 | 14 | -26
20 | COC(=O)C1CCN(C(=O)Cc2ccc(Br)cc2)CC1 | 2 | 0 | -11 | 15 | 0
21 | CCOC(=O)c1ccc(NC(=O)CC2SCCNC2=O)cc1 (stereo not drawn) | 1 | -5 | -6 | -15 | 0
22 | O=C(OCc1nnc(-c2ccccc2)o1)c1ccc2c(c1)OCO2 | 23 | -13 | 0 | -5 | 69
23 | O=C(N/N=C/C(Br)=C/c1ccccc1)c1n[nH]c2c1CCC2 | 14 | -11 | 8 | 15 | 15
24 | O=C(O/N=C1/CCSc2ccccc21)c1ccccc1 | 6 | -1 | -9 | 7 | x
25 | CCOC(=O)c1csc(NC(=O)CSc2nnnn2-c2ccc(OC)c(OC)c2)n1 | 17 | 0 | -13 | 1 | -6
26 | CC(O)c1cccc(NC2=CC(=O)CC(C)(C)C2)c1 (stereo not drawn) | -4 | 2 | -10 | -15 | -3
27 | O=C(c1ccc(Br)o1)N1CCN(C/C=C/c2ccccc2)CC1 | 7 | 5 | 14 | -2 | 1
28 | CCOC(=O)c1cnc(SC)nc1Sc1ccccc1 | 24 | 0 | -5 | -22 | -2
29 | CC(C)c1ccc(C2CC(=O)c3cnc(N4CCc5ccccc5C4)nc3C2)cc1 (stereo not drawn) | 11 | -5 | 5 | -12 | -1
30 | CCOC(=O)c1oc2nc3c(cc2c1N)COC(C)(C)C3 | 8 | -8 | x | x | -3

no. | sEH activator | PLAP activator | Ecoli WT expand | S1P2 agonist
16 | -8 | 1.6 | -4 | -6
17 | -2 | 1 | 6 | -6
18 | -5 | 1 | 11 | -11
19 | -1 | 1 | 3 | -5
20 | 10 | 0.9 | 1 | -3
21 | 7 | 0.8 | 3 | -4
22 | 0 | 1.3 | 4 | -1
23 | -8 | 1.5 | -10 | 0
24 | 12 | 0.8 | -9 | -1
25 | 15 | 1.1 | -12 | -2
26 | 13 | 0.9 | -5 | -3
27 | -11 | 1.1 | 14 | -4
28 | 6 | 1 | 8 | 3
29 | -1 | 1 | -15 | -3
30 | x | 1.1 | 4 | x

New compounds follow.
no. | SMILES | PostGolgi ctrl | PostGolgi yeast | sEH inh | S1P2 antag | CD11b adhes inh
31 | CC(=O)N1CCC2(CC1)CC(=O)c1cc(OCC(=O)NCc3ccc(C)cc3)ccc1O2 | -3 | -16 | 13 | -19 | -2
32 | CCCc1cc(=O)[nH]c(Nc2ccc(O)cc2)n1 | -2 | -2 | -23 | 1 | 7
33 | O=C(OCCOCCN=C1NS(=O)(=O)c2ccccc21)c1ccncc1 | 10 | 3 | -2 | 2 | -8
34 | O=c1[nH]c(SCc2nc3c(cnn3-c3ccccc3)c(=O)[nH]2)nc2ccccc12 | 17 | -5 | -13 | -35 | x
35 | CCCCCCOc1ccc(N2C(=O)CC(N3CCN(C(=O)c4ccco4)CC3)C2=O)cc1 (stereo not drawn) | 15 | -10 | 0 | -4 | -4
36 | COCCCNC(=O)Nc1ccc2c(c1)N(C)C(=O)CS2 | 2 | 7 | -1 | -4 | -33
37 | Cc1cc(C)cc(-n2nnnc2-c2cn(C)nc2C(F)(F)F)c1 | 6 | 3 | -3 | 2 | x
38 | COc1ccccc1C(=O)NCCCn1cc(Br)c(C)n1 | 11 | 9 | 7 | -19 | 18
39 | O=C(CN1CCCCCC1)OCCN=C1NS(=O)(=O)c2ccccc21 | 4 | -7 | 8 | 12 | x
40 | O=C(CSc1nnc2scc(-c3ccccc3)n12)Nc1ccc2c(c1)OCCO2 | 37* | 1 | 8 | -19 | -4
41 | O=C(CSc1nnc(-c2ccccn2)n1-c1ccccc1)Nc1ccc2c(c1)OCO2 | 0 | 6 | 4 | -32 | 2
42 | O=C1C2CCCN2C(c2ccccc2)N1c1cccc(Cl)c1 (stereo not drawn) | 2 | -7 | -3 | 10 | -8
43 | COC(=O)C(C)C1Sc2ccccc2NC1=O (stereo not drawn) | 9 | 13 | -19 | -24 | -5
44 | C=CCOc1cccc(C2C(C(=O)c3ccco3)=C(O)C(=O)N2CCN(CC)CC)c1 (stereo not drawn) | 6 | -7 | x | -3 | -12
45 | CCOC(=O)c1[nH]c2ccc(Cl)cc2c1-c1ccccc1 | 1 | 15 | 10 | -57 | x

no. | sEH activator | PLAP activator | Ecoli WT expand | S1P2 agonist
31 | -12 | 1.4 | 2 | 1
32 | 20 | 0.8 | 21 | -6
33 | 4 | 0.8 | -5 | -2
34 | 13 | 1.1 | -2 | -2
35 | 4 | 1.9 | -13 | -4
36 | 1 | 0.8 | 4 | -5
37 | 3 | 0.9 | -2 | -3
38 | -7 | 1.1 | 2 | -4
39 | -5 | 1.2 | 3 | -8
40 | -7 | 0.9 | -11 | -4
41 | -4 | 1 | -7 | 2
42 | 2 | 1.5 | 4 | -4
43 | 23 | 1.2 | 0 | 1
44 | x | 1.5 | -5 | -5
45 | -10 | 0.8 | -4 | -4

Part of the list above in order of length of the SMILES, largest number first:
no. | SMILES | PostGolgi ctrl | PostGolgi yeast | sEH inh | S1P2 antag | CD11b adhes inh
35 | CCCCCCOc1ccc(N2C(=O)CC(N3CCN(C(=O)c4ccco4)CC3)C2=O)cc1 (stereo not drawn) | 15 | -10 | 0 | -4 | -4
37 | Cc1cc(C)cc(-n2nnnc2-c2cn(C)nc2C(F)(F)F)c1 | 6 | 3 | -3 | 2 | x
45 | CCOC(=O)c1[nH]c2ccc(Cl)cc2c1-c1ccccc1 | 1 | 15 | 10 | -57 | x
32 | CCCc1cc(=O)[nH]c(Nc2ccc(O)cc2)n1 | -2 | -2 | -23 | 1 | 7

no. | sEH activator | PLAP activator | Ecoli WT expand | S1P2 agonist
35 | 4 | 1.9 | -13 | -4
37 | 3 | 0.9 | -2 | -3
45 | -10 | 0.8 | -4 | -4
32 | 20 | 0.8 | 21 | -6

(continued)
no. | SMILES | PostGolgi ctrl | PostGolgi yeast | sEH inh | S1P2 antag | CD11b adhes inh
46 | CC(NO)/C(=N\O)c1cccs1 (stereo not drawn) | 4 | -1 | -1 | -23 | -25
47 | Cc1cc(C)n(C/C=C/Cn2nc(C)cc2C)n1 | 9 | -3 | 5 | 6 | 28
48 | COc1cccc(NC(=O)CC2(CC(=O)O)CCCC2)c1 | 4 | -2 | -3 | -2 | -18
49 | O=C(Nc1cnn(Cc2ccc(F)cc2)c1)c1cnccn1 | 0 | -5 | 4 | 15 | x
50 | CC(C(=O)Nc1ccccc1F)N1C(=O)c2ccccc2C1=O (stereo not drawn) | 14 | -3 | 4 | 0 | -5
51 | COCCn1c(SCC(=O)Nc2ccc(NC(=O)c3ccco3)c(OC)c2)nc2ccccc2c1=O | -4 | 16 | 2 | -28 | 10
52 | Cc1cccn2c(=O)c3cc(C(=O)NCC4CCCO4)c(=N)n(Cc4cccnc4)c3nc12 (stereo not drawn) | 10 | -3 | x | x | -19
53 | Cc1ccc(C(=O)/C=C/c2ccc(Br)cc2)o1 | 9 | -5 | -6 | -10 | x
54 | Clc1ccccc1CSc1nnc(Cn2cnc3ccccc32)n1-c1ccccc1 | 8 | 10 | 15 | -14 | -2
55 | CCN1CC=C2C(C#N)=C(N)C(C#N)(C#N)C(CCc3ccccc3)C2C1 (stereo not drawn) | 6 | 5 | 9 | -8 | -1
56 | O=C(NCC1CCCO1)c1cc(-c2ccc(Cl)cc2Cl)on1 (stereo not drawn) | 2 | 5 | 15 | 6 | x
57 | COc1ccccc1NC(=O)N1CCCC1C(=O)NCc1ccc(F)cc1 (stereo not drawn) | 1 | 15 | 4 | 1 | -12
58 | Cc1cccc(C2(c3cccc(C)c3)OC(=O)c3ccccc32)c1 | 5 | 1 | 0 | 6 | 16
59 | CC1CN(C(=O)Nc2ccc3snnc3c2)c2ccccc21 (stereo not drawn) | 30* | -1 | x | x | 5
60 | COc1ccccc1NC(=O)c1ccccc1NS(C)(=O)=O | 8 | 1 | -11 | 17 | -36

no. | sEH activator | PLAP activator | Ecoli WT expand | S1P2 agonist
46 | 3 | 1.2 | -7 | 2
47 | -2 | 0.8 | 5 | -1
48 | 3 | 1.3 | -8 | -8
49 | -2 | 1.1 | 2 | -3
50 | -4 | 0.9 | 2 | 2
51 | -5 | 0.9 | -3 | -3
52 | x | 1.5 | -12 | x
53 | 11 | 0.8 | -11 | -1
54 | -17 | 1.3 | 2 | -1
55 | -10 | 1.3 | -4 | 5
56 | -14 | 1.1 | 2 | -4
57 | -3 | 1.1 | 3 | -5
58 | -3 | 1 | -11 | -3
59 | x | 0.9 | 12 | x
60 | 12 | 0.8 | 11 | -6

The list continues:
no. | SMILES | PostGolgi ctrl | PostGolgi yeast | sEH inh | S1P2 antag | CD11b adhes inh
61 | O=S(=O)(Nc1cccc(-c2nc3cccnc3s2)c1)c1ccc2c(c1)OCCO2 | 80* | 30* | 12 | -16 | 68
62 | COC(=O)c1sc2ccc(C)cc2c1C(=O)OC | x | x | -9 | 1 | x
63 | Cc1cccc(NC(=O)CSc2nnc(NC(=O)CN3CCOCC3)s2)c1 | -7 | -1 | -15 | -20 | -4
64 | COc1ccc(-c2ccc(-c3noc(C)n3)c(OC)n2)cc1 | 4 | -7 | -13 | 3 | -11
65 | CCOC(=O)N1CCC(NC(=O)C(CC(C)C)NC(=O)C2CCC(C)CC2)CC1 (stereo not drawn) | 11 | 1 | -3 | 8 | 0

no. | sEH activator | PLAP activator | Ecoli WT expand | S1P2 agonist
61 | -9 | 1.2 | -3 | -5
62 | 15 | x | x | -7
63 | 13 | 0.9 | -11 | 1
64 | 11 | 0.7 | -3 | -4
65 | 0 | 1.6 | 1 | -3
